Compound activity as filed in PubChem BioAssay.
NCF1 inh: inhibitors of human p47phox binding; AID 1274; 220,000 tested, 0.53% active; p47phox/p22phox peptide binding, fluorescence polarization, 2 h; inhibition, % at 24.7 µM;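 active = inhibition above about 30%, limit read from the data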;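 also: 0% = p47phox with labelled peptide and 100% = labelled peptide alone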
Target sequence (P14598 whole entry, looked up): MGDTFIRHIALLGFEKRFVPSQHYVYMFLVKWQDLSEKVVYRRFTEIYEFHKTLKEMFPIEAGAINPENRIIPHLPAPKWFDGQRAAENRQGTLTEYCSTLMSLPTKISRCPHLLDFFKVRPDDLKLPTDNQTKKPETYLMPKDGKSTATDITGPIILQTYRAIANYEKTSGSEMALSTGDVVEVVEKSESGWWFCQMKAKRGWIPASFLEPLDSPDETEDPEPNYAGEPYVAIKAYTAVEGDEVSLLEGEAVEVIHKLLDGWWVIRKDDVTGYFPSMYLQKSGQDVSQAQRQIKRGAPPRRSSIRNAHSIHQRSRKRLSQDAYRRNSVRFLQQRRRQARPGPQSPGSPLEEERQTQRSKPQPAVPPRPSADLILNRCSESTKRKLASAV
MDM2 E3 inh: blocks human Mdm2 ubiquitin ligase activity; Q00987; cell-based MDM2 ubiquitination luciferase reporter, 2 h; 0 = plate control, 100 = twice control, blank-subtracted; signal enhancement, % at 5 µM; 210,000 tested, 0.11% active;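 active = signal enhancement of 30% or more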;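 also: luminescence tracks abundance of the self-degrading MDM2-luciferase fusion protein; higher signal means inhibition of MDM2 E3 ligase activity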
Target sequence (Q00987 whole entry, looked up, the tested form may be a part): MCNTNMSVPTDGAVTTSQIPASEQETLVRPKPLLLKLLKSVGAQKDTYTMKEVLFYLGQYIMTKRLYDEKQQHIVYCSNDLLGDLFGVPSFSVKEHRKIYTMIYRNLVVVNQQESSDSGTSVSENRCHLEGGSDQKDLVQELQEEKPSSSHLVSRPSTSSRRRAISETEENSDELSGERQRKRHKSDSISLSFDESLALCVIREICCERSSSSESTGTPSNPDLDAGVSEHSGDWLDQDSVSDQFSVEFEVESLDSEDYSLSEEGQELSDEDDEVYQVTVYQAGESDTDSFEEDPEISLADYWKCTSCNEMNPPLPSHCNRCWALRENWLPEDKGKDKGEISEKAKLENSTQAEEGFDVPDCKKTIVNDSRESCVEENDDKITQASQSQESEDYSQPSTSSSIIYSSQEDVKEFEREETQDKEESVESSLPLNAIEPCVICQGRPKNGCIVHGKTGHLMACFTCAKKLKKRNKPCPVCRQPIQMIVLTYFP
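Test system: stable mammalian line carrying autodegrading MDM2–luciferase fusion reporter; quantity: 2000 cells in each well; times: 4 h cell settling then 2 h compound exposure, 37 °C; detection: luminescence with SteadyLite reagent, 15 min at room temperature; evaluation: percent signal gain over controls, blank-subtracted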
zVAD death inh: L929 zVAD cell death inhibition; L929 zVAD necroptosis rescue, ATP luminescence, 24 h; with zVAD 60 µM; viability rescue, % at 10 µM; 220,000 tested, 0.38% active;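 active = activation, scaled between plate controls, above about 75%, limit read from the data; inactive = activation under that limit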;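 also: 0% = zVAD with DMSO and 100% = DMSO alone without zVAD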
14-3-3 Bad PPI: disrupts binding of bovine 14-3-3 zeta to phospho-Bad peptide; 220,000 tested, 0.71% active; P63103; inhibition, % at 21.7 µM; AID 781; TR-FRET 14-3-3zeta/Dy647-pBad peptide displacement, 1 h;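 active = inhibition above about 70%, limit read from the data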;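 also: 0% = full 14-3-3 plus peptide FRET controls and 100% = background without 14-3-3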
Runt-CBFb FRET: inhibitors of human RUNX1 Runt domain binding to CBFb; 220,000 tested, 0.46% active; Cerulean-Runt/Venus-CBFb FRET ratio 530/480, 1 h; inhibition, % at 20 µM;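 active = inhibition over about 50% at 20 µM in the single-dose screen, limit read from the data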;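 also: 0% = DMSO wells and 100% = excess unlabeled CBFb competitor control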
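Measured by: fluorescence energy transfer, 422 nm excitation, 530/480 nm emission; test system: Cerulean-tagged RUNX1 Runt domain (FRET donor) fusion protein; buffer or medium: Tris pH 7.5 buffer with BSA; compound: one dose, 20 µM compound, 1% DMSO; times: two 1 h room-temperature incubations shielded from light; benchmarks: unlabeled CBFb 5 µM, positive control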
Tb hexokinase: blocks Trypanosoma brucei hexokinase 1 activity | recombinant TbHK1, G6PDH-coupled NADH A340 | inhibition, % at 10 µM | 220,000 tested, 0.11% active | AID 1430;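 active = inhibition of 50% or more in the single-dose primary screen; inactive = inhibition below 50%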
Hck Nef HTS: human Hck-Nef kinase inhibition | P08631 | Recombinant Hck-YEEI plus Nef, Z-Lyte FRET kinase assay | inhibition, % at 20 µM | 220,000 tested, 0.68% active | AID 463187;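 active = Hck-Nef kinase inhibition above about 50%, limit read from the data; inactive = inhibition below that limit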;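 also: 0% = DMSO with Hck plus Nef and 100% = Hck alone without Nef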
Runt-SMMHC FRET: inhibitors of human RUNX1 Runt domain binding to CBFb-SMMHC; Q01196+Q13951; Cerulean-Runt/Venus-CBFb-SMMHC FRET ratio 530/480, 1 h; inhibition, % at 20 µM; 220,000 tested, 0.74% active; AID 1434;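 active = mean inhibition across duplicate retests at 20 µM reaching about 50%, limit read from the data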;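 also: 0% = DMSO wells and 100% = wells with excess untagged CBFb-SMMHC; inhibitors lower the FRET ratio by blocking Runt binding to CBFb-SMMHC; some results filed as inactive read as strong as hits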
EBV gp42 inh: inhibitors of Epstein-Barr virus glycoprotein 42; Fluorescence polarization binding assay, mP read-out; 220,000 tested, 0.42% active; inhibition, % (tested at 21.74 µM); in the data active = inhibition above about 50%
Target sequence (Q1HVG2 whole entry, looked up): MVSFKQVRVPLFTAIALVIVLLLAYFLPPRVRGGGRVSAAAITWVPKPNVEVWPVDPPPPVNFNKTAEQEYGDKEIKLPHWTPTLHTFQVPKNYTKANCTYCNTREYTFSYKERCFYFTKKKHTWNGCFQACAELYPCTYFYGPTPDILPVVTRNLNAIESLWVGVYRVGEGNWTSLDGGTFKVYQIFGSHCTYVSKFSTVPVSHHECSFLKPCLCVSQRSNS
* hit, by the source's call; · = not tested or not shown; [ ] = remark or other dose.

Screens in order: NCF1 inh	MDM2 E3 inh	zVAD death inh	14-3-3 Bad PPI	Runt-CBFb FRET	Tb hexokinase	Hck Nef HTS	Runt-SMMHC FRET	EBV gp42 inh
COc1ccc(N2C(=O)CC(N3CCCCC3)C2=O)cc1 (configuration not stated)
→ 3	-8	1.7	-6	6	7	25	0	0
O=C(COC(=O)Cc1ccc(S(=O)(=O)N2CCOCC2)s1)NCc1ccc(Cl)cc1
→ -13	-23	0.0	3	-1	-1	4	0	-22
Cc1cc(Br)ccc1SCC(=O)OCC(=O)NCc1ccco1
→ -8	-8	-0.9	19	7	15	-38	-6	20
Cc1ccc(NC(=S)NNC(=O)Cn2nc(C(F)F)cc2C(F)F)cc1
→ -5	-18	·	-9	-1	2	4	-2	-13
Cc1cccc(NC(=O)/C(C#N)=C/c2cn(CC(=O)NCc3ccco3)c3ccccc23)c1
→ -4	-4	2.0	17	-87	11	11	11	-16
O=C(CCCn1c(=O)[nH]c2cc(Cl)ccc2c1=O)NC1CCCCCC1
→ -8	-4	1.7	-5	3	-7	4	2	-11
Cc1nn(-c2ccccc2)c(C)c1/C=N/N1CCN(c2ccccn2)CC1
→ 5	0	0.3	-7	2	-7	16	1	-1
COCCCNC(=O)CN(c1ccc(Cl)c(Cl)c1)S(C)(=O)=O
→ -2	-19	-0.3	-3	-1	3	-2	-4	3
CN1CCN(C(=O)N2c3ccccc3CCc3ccccc32)CC1
→ 4	-12	-0.3	-6	1	3	27	-1	-2
COc1ccccc1OCCOCCOc1ccc(C)cc1Br
→ -17	-5	1.1	-4	-1	29	3	-1	4
O=C(CSc1cccc(C(F)(F)F)c1)Nc1cc(S(=O)(=O)N2CCCC2)ccc1Cl
→ -60	11	0.1	-20	-1	27	-1	-3	-5
O=C(NCCCCNC(=O)c1c(F)c(F)c(F)c(F)c1F)c1c(F)c(F)c(F)c(F)c1F
→ -6	7	0.2	-3[fluorescence artefact?]	0	-5	-1	-2	-6
COc1ccc2c(c1)-c1nc(/N=C/c3ccc(O)c(OC)c3)sc1CC2
→ -9	-6	1.6	-8[fluorescence artefact?]	36	-9	10	13	-9
COc1ccc(-c2nn3c(COc4ccccc4)nnc3s2)cc1OC
→ 0	-4	14	4	-1	-1	-12	7	-3
Cc1ccc(C(=O)/C=C\Nc2ccc(C)c(C)c2)cc1
→ -10	-38	0.8	-7	-1	-6	4	-5	-31
Cc1nnc(SCC(=O)Nc2ccc3c(c2)OCO3)[nH]c1=O
→ -17	-13	0.0	-8	0	3	-4	2	-13
CCS(=O)(=O)N1CCCC(C(=O)c2ccc(OC)cc2C)C1 (configuration not stated)
→ -1	-12	2.5	8	0	-1	12	-1	-11
Cc1csc(SCC(=O)c2c(N)n(CC(C)C)c(=O)n(C)c2=O)n1
→ -3	1	1.3	11	-2	-12	2	3	-83
O=Cc1ccc(-n2cccn2)cc1
→ -4	-9	1.4	17	0	3	20	-3	7
CCOC(=O)c1ccc(OS(=O)(=O)c2ccccc2)c(OC)c1
→ -1	8	-0.6	-22	-3	30	2	2	-19
CN(C)c1ccc(-c2nc3cnccn3c2Nc2ccc3c(c2)OCCO3)cc1
→ 0	-7	-0.1	2	-2	-30	-1	-7	-4
COc1ccc(OCC(O)CN2C(=O)c3ccccc3S2(=O)=O)cc1 (configuration not stated)
→ -10	-10	0.1	-3[fluorescence artefact?]	0	-3	0	6	-7
COc1ccccc1C(O)c1nccn1C (configuration not stated)
→ -5	·	0.4	-2	0	-3	22	0	-13
CC(=O)NC(CC(=O)NC(C)c1ccc(Cl)cc1Cl)c1ccccc1 (configuration not stated)
→ -6	-21	0.9	-4	0	-3	23	-2	-4
COc1ccc(C(=O)NCC(=O)N2CCC(C)CC2)cc1OC
→ -4	-7	-0.1	5[fluorescence artefact?]	2	4	-11	-1	-21
CCCC(=O)Nc1cc(OC)c(NC(=O)NC2CCCCC2)cc1OC
→ -3	-12	1.6	-5	0	1	0	1	-9
COc1ccc2nc(NC(=O)CSc3nc(SC)ns3)sc2c1
→ -19	-9	0.8	4	-1	7	0	-6	-17
CSc1ccc(CN2CCN(C(C)C)C(CCO)C2)cc1 (configuration not stated)
→ 9	5	-0.4	1	-1	-7	13	-1	0
Cc1csc(-c2coc3cc(O)cc(C)c3c2=O)n1
→ -3	-32	-0.1	1	-5	-8	2	-1	-19
COc1ccc(CCNc2cc(-c3ccccc3)nc3ncnn23)cc1
→ -5	-5	0.2	3	-4	-7	1	-4	-15
NC(=NC(=O)c1ccc(OCC(F)(F)F)nc1)c1ccccc1
→ -7	1	0.9	4	2	-2	5	2	-13
Cc1ccc(C(=O)O)cc1N1C(=O)c2cccc3cc(Br)cc(c23)C1=O
→ -15	-4	0.0	0	3	-16	-1	65	-15
Cc1ccc2nc(-c3cccnc3)oc2c1
→ -11	-30	-0.1	-1	-2	39	4	5	-12
CC(=O)N1c2ccccc2NC(=O)C1(C)C
→ -9	-8	-0.5	1	1	3	2	-1	-1
Cc1ccc(NC(=O)N(CCCN2CCOCC2)Cc2cccnc2)cc1C
→ -10	-14	0.3	2	3	1	6	2	-5
CCCCN(C(=O)Cn1nnc2ccccc21)C(C(=O)NCc1ccco1)c1ccncc1 (configuration not stated)
→ -12	1	0.1	4	1	1	2	-1	-14
CCCS(=O)(=O)c1c(S(=O)(=O)CCC)c2ccc(C(C)=O)cn2c1C(=O)OC
→ 3	-5	0.1	-5	2	-4	-1	3	1
Cc1cc(C(=O)Nc2ccccc2N2CCOCC2)c2ccccc2n1
→ -3	-2	-0.6	-5	1	-5	-1	0	-13
COC(C(=O)Nc1ccc(S(=O)(=O)Nc2c(C)cccc2C)cc1)c1ccccc1 (configuration not stated)
→ -3	0	0.8	-19[fluorescence artefact?]	-1	29	0	17	-13
COCCN(C(=S)Nc1c(C)cccc1C)C(C)c1cccs1 (configuration not stated)
→ -15	-26	20	-19	2	-13	23	0	2
COc1ccc(Cl)cc1S(=O)(=O)Nc1ccncc1
→ -5	-17	20	-10	-1	4	17	3	-3
CC1CCC2(CC1)NC(=O)N(CC(=O)NC(=O)NC1CCCC1)C2=O (configuration not stated)
→ -4	-18	0.2	-4	-3	1	-6	-4	-1
CC1CCCN(Cc2c(O)ccc3c2O/C(=C\c2ccco2)C3=O)C1 (configuration not stated)
→ -41	-7	·	-1	5	-27	-20	-60	49
CCOC(=O)c1cnc(SCC(=O)c2ccccc2)nc1N
→ 2	-57	-0.4	3	5	4	-1	4	-16
O=C(O)CN1C(=O)C2(OCCCO2)c2ccccc21
→ -3	-4	0.1	-1[fluorescence artefact?]	1	1	-2	3	-24
CN(CC(=O)Nc1ccncc1)S(=O)(=O)c1ccc(Cl)cc1
→ 0	-15	0.4	-1	-1	-5	-2	-2	-14
CC(/C=C1\SC(=S)N(CC(=O)N2CCN(c3ccccc3)CC2)C1=O)=C\c1ccccc1
→ -28	-7	1.2	-14	0	6	6	-16	-19
O=C(NCc1ccc(Cl)cc1)C(=O)c1c[nH]c2ccccc12
→ -2	-8	-0.1	-1	-2	-5	0	-1	1
CCOC(=O)N=S(=O)(Oc1ccc([N+](=O)[O-])cc1)c1ccccc1 (configuration not stated)
→ -15	-6	-0.2	5	1	-1	0	1	-13
COC(=O)c1ccc(C(=O)OC)c(NC(=S)N2CCN(c3ccccc3F)CC2)c1
→ -3	-1	0.1	-14[fluorescence artefact?]	11	-4	8	21	-7
N#Cc1ccccc1Sc1ccccc1C(=O)N1CCOCC1
→ -1	-4	1.1	0[fluorescence artefact?]	0	-5	-1	-2	-7
COc1cc(NS(=O)(=O)c2ccc3[nH]c(=O)oc3c2)cc(OC)c1
→ 0	-4	3.0	-15	0	-7	21	2	-1
Cc1ccc(SC(C)C(=O)Nc2cccc(N(C)S(C)(=O)=O)c2)cc1 (configuration not stated)
→ 1	-1	-0.2	75*	2	1	2	1	5
CCc1ccc(OCCCC(=O)Nc2nnc(C3CCCO3)s2)cc1 (configuration not stated)
→ 3	-15	2.4	0	0	9	12	3	-1
CCOc1cccc(/C(O)=C2/C(=O)C(=O)N(Cc3ccco3)C2c2ccncc2)c1 (configuration not stated)
→ -11	-9	-0.3	74*	0	-23	0	3	1
COC(=O)c1cc(C)nc(Sc2ccccc2NC(C)=O)n1
→ -2	-5	-0.1	3	3	-6	0	-7	-9
CN1C(=O)c2cccc3c(S(=O)(=O)Nc4ccccn4)ccc1c23
→ -4	-12	-0.2	-1	-6	-14	1	-11	2
Nc1ccc(CCc2nc3ccccc3o2)cc1
→ -4	-46	-0.3	4	0	0	1	2	-11
CCOc1ccc2[nH]c(=O)c(=O)[nH]c2c1
→ -1	2	-0.1	-2	2	-19	1	-5	26
O=C1NC2(C=Cc3c(ccc4ccccc34)O2)Oc2ccccc21 (configuration not stated)
→ -6	1	0.8	1[fluorescence artefact?]	1	-10	1	-1	0

The listing continues:
Screens in order: NCF1 inh	MDM2 E3 inh	zVAD death inh	14-3-3 Bad PPI	Runt-CBFb FRET	Tb hexokinase	Hck Nef HTS	Runt-SMMHC FRET	EBV gp42 inh
COc1cccc(/C=C/C(=O)OCC(=O)Nc2cccc(S(=O)(=O)N3CCOCC3)c2)c1OC
→ -7	-13	2.5	-5	-2	-7	15	1	-10
CC(=O)c1ccc(Sc2ccccc2)c([N+](=O)[O-])c1
→ 1	7	-0.2	5	-1	-2	0	0	-9
Cc1cc(C)c(S(=O)(=O)N2CCN(c3ccc([N+](=O)[O-])c(NCc4ccco4)c3)CC2)c(C)c1
→ -7	1	-0.2	1	1	-12	-1	-5	-8
CCNC(=S)N/N=C(\C)c1ccc(N2CCOCC2)cc1
→ -10	-6	-0.9	18	-2	-31	-1	-14	-3
CCOc1ccc(-c2c(=O)n(OCc3ccccn3)c3ccccc3[n+]2[O-])cc1
→ -2	-5	-0.3	34	0	-12	1	-1	-15
O=C(COc1ccc(S(=O)(=O)NCc2ccccc2)cc1Cl)NCC1CCCO1 (configuration not stated)
→ -11	-21	-0.3	-4	-1	14	-12	-8	-4
COc1c(Cl)cc(Cl)cc1CNCCO
→ -5	-2	1.4	-2	2	-6	-3	2	0
CCOC(=O)C1(Cc2cccc(OC)c2)CCN(Cc2cccc(O)c2)CC1
→ -3	-9	0.5	-10	0	6	18	6	-12
CCOc1cc(C(=O)OCC(=O)c2c[nH]c3ccccc23)ccc1OCC(=O)N1CCOCC1
→ -10	1	0.0	-3	2	-2	3	2	-46
CSc1nc(NCCCO)c2c3c(sc2n1)CN(C)CC3
→ -9	-15	-0.2	-12	22	-11	14	74	30
O=C(c1cccnc1)N1CCc2ccccc2C1
→ -5	-22	0.1	1	0	4	2	2	-2

Compound profiles, from the list above.
CCOc1cc(C(=O)OCC(=O)c2c[nH]c3ccccc23)ccc1OCC(=O)N1CCOCC1 as listed: NCF1 inh = -10; MDM2 E3 inh = 1; zVAD death inh = 0.0; 14-3-3 Bad PPI = -3; Runt-CBFb FRET = 2; Tb hexokinase = -2; Hck Nef HTS = 3; Runt-SMMHC FRET = 2; EBV gp42 inh = -46
CCOc1ccc(-c2c(=O)n(OCc3ccccn3)c3ccccc3[n+]2[O-])cc1 as listed: NCF1 inh = -2; MDM2 E3 inh = -5; zVAD death inh = -0.3; 14-3-3 Bad PPI = 34; Runt-CBFb FRET = 0; Tb hexokinase = -12; Hck Nef HTS = 1; Runt-SMMHC FRET = -1; EBV gp42 inh = -15
